# PME-1 primary: blocks human protein phosphatase methylesterase 1; recombinant PME-1, FP-Rh probe fluorescence polarization; inhibition, % at 5.9 µM; hit rate 0.53% among 320,000;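 active = inhibition above the campaign mean of all compounds plus 3 SD, cut at about 26% in these data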;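 also: competitive labeling of PME-1 active site by serine hydrolase directed probe; 0% = PME-1 with DMSO and 100% = wells lacking PME-1 enzyme; inhibitors block probe labeling so polarization falls and inhibition rises; many of its hits are not listed in these tables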
# Target sequence (Q9Y570 whole entry, looked up): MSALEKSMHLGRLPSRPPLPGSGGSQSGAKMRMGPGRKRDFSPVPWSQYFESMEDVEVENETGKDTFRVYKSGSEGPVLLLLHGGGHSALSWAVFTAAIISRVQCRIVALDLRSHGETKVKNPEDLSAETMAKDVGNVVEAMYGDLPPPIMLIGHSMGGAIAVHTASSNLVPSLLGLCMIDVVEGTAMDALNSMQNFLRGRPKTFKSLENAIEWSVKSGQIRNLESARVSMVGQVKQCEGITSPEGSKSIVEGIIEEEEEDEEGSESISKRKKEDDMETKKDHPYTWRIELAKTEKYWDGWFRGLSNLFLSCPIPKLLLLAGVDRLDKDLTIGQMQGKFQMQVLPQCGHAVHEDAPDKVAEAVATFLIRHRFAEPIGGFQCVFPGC
# pPAFAH inh: inhibitors of human plasma PAF acetylhydrolase (pPAFAH); Q13093; AID 463082; recombinant pPAFAH, FP-rhodamine probe fluorescence polarization; inhibition, % at 3.39 µM; hit rate 1.5% among 330,000;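 active = inhibition above the mean inhibition across the screen plus 3 SD, cut at about 25% in these data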;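 also: inhibitors block binding of the rhodamine activity-based probe so polarization drops; 0% = enzyme with DMSO and 100% = wells lacking pPAFAH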
# Fam108B inh: Fam108B inhibition, counter-screen for RBBP9 inhibitors | recombinant Fam108B, FP-Rh probe fluorescence polarization | inhibition, % at 9.51 µM | hit rate 0.33% among 300,000 | AID 1947;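 active = inhibition above the screen mean inhibition plus 3 SD, computed separately per campaign, cut at about 18% in these data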;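 also: inhibitors lower polarization as less probe binds the enzyme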
# PAD4 FP inh: blocks human protein arginine deiminase 4 | recombinant PAD4, RCA probe fluorescence polarization | inhibition, % at 6.36 µM | hit rate 0.41% among 330,000 | AID 485272;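 active = percent inhibition above a cutoff equal to the mean of all tested compounds plus 3 SD, cut at about 15% in these data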;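 also: 0% = PAD4 with RCA probe and DMSO and 100% = probe without PAD4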
# GSTO1 inh: GSTO1 inhibition, counter-screen for RBBP9 inhibitors | recombinant GSTO1, activity-based probe fluorescence polarization | hit rate 1.1% among 300,000 | P78417 | inhibition, % at 5.96 µM;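 active = inhibition above the campaign mean inhibition plus 3 SD, cut at about 35% in these data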;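 also: 0% = GSTO1-1 with DMSO and 100% = wells lacking GSTO1-1 enzyme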
# Target sequence (P78417 whole entry, looked up): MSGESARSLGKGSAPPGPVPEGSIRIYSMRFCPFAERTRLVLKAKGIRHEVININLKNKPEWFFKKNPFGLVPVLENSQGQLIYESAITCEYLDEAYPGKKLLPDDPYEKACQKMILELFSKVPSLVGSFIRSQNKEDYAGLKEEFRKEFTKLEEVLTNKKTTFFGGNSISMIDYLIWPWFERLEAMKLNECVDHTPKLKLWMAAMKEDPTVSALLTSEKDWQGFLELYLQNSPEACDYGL
# PAFAH1B3 FP inh: PAFAH1B3 (human) inhibition; recombinant PAFAH1B3, FP-rhodamine probe, fluorescence polarization; inhibition, % at 3.39 µM; hit rate 0.28% among 340,000; AID 492972;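 active = inhibition above the screen-wide average of all tested compounds plus 3 SD, cut at about 25% in these data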;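 also: 0% = enzyme with DMSO only and 100% = wells lacking PAFAH1B3 protein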
# Target sequence (Q15102 whole entry, looked up): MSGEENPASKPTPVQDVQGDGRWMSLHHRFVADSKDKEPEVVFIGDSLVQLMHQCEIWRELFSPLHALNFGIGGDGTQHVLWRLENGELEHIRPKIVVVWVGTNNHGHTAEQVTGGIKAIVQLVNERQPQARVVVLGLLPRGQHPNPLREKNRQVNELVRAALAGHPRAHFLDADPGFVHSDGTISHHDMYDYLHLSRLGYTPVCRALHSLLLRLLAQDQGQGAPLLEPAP
# PAFAH2 inh: inhibitors of human PAFAH2; Q99487; inhibition, % at 3.39 µM; hit rate 0.99% among 340,000; recombinant PAFAH2, FP-rhodamine activity probe, fluorescence polarization; AID 492956;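 active = inhibition above the mean over all tested compounds plus 3 SD, cut at about 30% in these data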;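 also: inhibitors block probe labeling of enzyme so polarization drops; 0% = enzyme with DMSO and 100% = wells lacking PAFAH2 protein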
# LYPLA1 counter: counter-screen for PME1 inhibitors: inhibitors of human LYPLA1 | hit rate 0.16% among 320,000 | AID 2174 | recombinant LYPLA1, FP-Rh probe fluorescence polarization | inhibition, % at 5.9 µM;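 active = inhibition above the mean of all tested compounds plus 3 SD, set per campaign, cut at about 14% in these data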;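 also: inhibitors block serine hydrolase probe labeling of LYPLA1 so polarization falls; 0% = enzyme with DMSO and 100% = wells lacking LYPLA1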
# Target sequence (O75608 whole entry, looked up): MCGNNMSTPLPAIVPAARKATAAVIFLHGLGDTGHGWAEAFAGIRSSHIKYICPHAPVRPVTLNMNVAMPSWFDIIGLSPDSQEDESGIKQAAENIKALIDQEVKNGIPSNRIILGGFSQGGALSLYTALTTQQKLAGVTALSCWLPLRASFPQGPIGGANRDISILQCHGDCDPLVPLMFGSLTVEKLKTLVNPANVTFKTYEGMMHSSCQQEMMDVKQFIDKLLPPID
# PAFAH1B2 inh: blocks human PAF acetylhydrolase 1b catalytic subunit 2; recombinant PAFAH1B2, FP-rhodamine activity probe, fluorescence polarization; inhibition, % at 3.39 µM; hit rate 1.2% among 340,000; AID 492953;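 active = inhibition above the mean of all tested compounds plus 3 SD, cut at about 24% in these data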;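 also: 0% = enzyme with DMSO and 100% = wells lacking PAFAH1B2; many of its hits are not listed in these tables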
# The depositor's hits bear a star; x = not tested or not shown. Only part of the results is shown, so the mix of outcomes need not match the whole.
No.	SMILES	PME-1 primary	pPAFAH inh	Fam108B inh	PAD4 FP inh	GSTO1 inh
1	CCc1nn2c(=O)cc(CSCC(=O)Nc3ccccc3F)nc2s1	-5	8	-2	3	2
2	O=C(Cn1c(C(=O)O)cc2ccccc21)c1ccccc1	-7	-1	-1	-3	5
3	CCCCOc1ccccc1N	1	-5	-2	-5	-5
4	Cc1nc(C)c(C(=O)N2CCCC(C(=O)c3cc(F)ccc3F)C2)s1 (centres undefined)	3	0	0	1	1
5	COc1ccc(S(=O)(=O)Cc2ccc(C(=O)NCc3ccccc3OC)o2)cc1	-4	0	5	-1	0
6	O/N=C1\CCCCc2ccccc21	-1	3	2	-5	-5
7	O=C(Cc1ccc(-n2c(=O)[nH]c3ccsc3c2=O)cc1)N1CCN(c2ccc(Cl)cc2)CC1	-3	0	4	-3	-5
8	CC1(C)Cc2c(c(-c3ccccc3)nc3[nH][nH]c(=O)c23)CO1	-7	-1	-3	2	6
9	CC(C)c1nnc(SCC(=O)Nc2ccc3c(c2)OCCO3)n1C	-3	0	5	2	3
10	CCOC(=O)C(CCSC)Nc1nc(Cl)nc(Nc2ccc(Cl)cc2)n1 (centres undefined)	-10	24	-10	-2	-1
11	CCN(CC(=O)Nc1cc(Cl)ccc1C)C(=O)COc1ccccc1F	-2	-2	0	1	-4
12	CCN1C(=O)[C@H]2[C@@H](c3ccc(C)cc3)N3C(=O)N(c4cccc(Br)c4)C(=O)[C@@]3(CC)[C@H]2C1=O	5	1	6	-1	-2

No.	PAFAH1B3 FP inh	PAFAH2 inh	LYPLA1 counter	PAFAH1B2 inh
1	12	5	-1	7
2	14	0	4	5
3	12	6	-1	1
4	1	0	0	6
5	1	-4	2	1
6	0	-3	-1	4
7	0	-2	2	8
8	-1	-5	5	-1
9	2	-5	3	1
10	1	-12	-9	-3
11	14	-4	-1	6
12	11	4	2	3

# (continued)
No.	SMILES	PME-1 primary	pPAFAH inh	Fam108B inh	PAD4 FP inh	GSTO1 inh
13	CCOC(=O)C1CCCN(CCC(=O)Nc2ccc(Br)cc2)C1 (centres undefined)	-1	-5	4	-4	0
14	CCn1c(=O)n(CC)c2cc(N3CCCC3)c(NC(=O)c3ccccc3)cc21	2	5	1	2	2
15	Cc1ccc(N2C(=O)CSC2=S)cc1C	-6	0	-6	-20	2
16	O=C(OCCOCCN=C1NS(=O)(=O)c2ccccc21)c1ccccc1	5	4	5	4	2
17	O=S(=O)(c1ccccc1)c1nc(NCc2cccnc2)sc1Cl	16	1	8	1	2
18	Cn1c(=O)oc2cc(S(=O)(=O)N3CCCC(C(=O)NCc4ccc5c(c4)OCO5)C3)ccc21 (centres undefined)	-1	-1	-1	6	5
19	COc1cccc(C(=O)NNC(=O)Cc2ccc([N+](=O)[O-])cc2)c1	-2	8	3	1	4
20	Cc1ccc(S(=O)(=O)N(C)C)cc1NC(=O)C1CCCCN1S(=O)(=O)c1ccccc1 (centres undefined)	14	2	x	-6	x
21	O=C(NCC1CCCO1)C1CCN(C2CCN(C(=O)CC3CCCC3)CC2)CC1 (centres undefined)	-4	6	-3	0	-1
22	COc1ccc(-c2cc(C(F)(F)F)nc(N3CCCCC3)n2)cc1OC	-7	0	9	1	-1
23	COc1ccc(N/C(N)=N/c2nc(C)c(Cc3ccccc3)c(=O)[nH]2)cc1	-3	-8	-3	-13	-10
24	O=C(CSc1nnc(NC(=O)CN2CCOCC2)s1)Nc1ccccc1	2	-2	-2	-1	5

No.	PAFAH1B3 FP inh	PAFAH2 inh	LYPLA1 counter	PAFAH1B2 inh
13	0	5	-2	3
14	0	3	1	-2
15	-10	-8	-4	-5
16	4	2	0	1
17	-1	2	1	3
18	5	6	-3	4
19	1	-1	0	-2
20	1	-8	-1	-2
21	6	1	-1	-6
22	-3	20	0	1
23	3	-3	4	4
24	0	-4	1	2

# Complete entries as entered above.
# O=C(Cc1ccc(-n2c(=O)[nH]c3ccsc3c2=O)cc1)N1CCN(c2ccc(Cl)cc2)CC1 in the list: PME-1 primary: -3; pPAFAH inh: 0; Fam108B inh: 4; PAD4 FP inh: -3; GSTO1 inh: -5; PAFAH1B3 FP inh: 0; PAFAH2 inh: -2; LYPLA1 counter: 2; PAFAH1B2 inh: 8
# CCOC(=O)C1CCCN(CCC(=O)Nc2ccc(Br)cc2)C1 (centres undefined) in the list: PME-1 primary: -1; pPAFAH inh: -5; Fam108B inh: 4; PAD4 FP inh: -4; GSTO1 inh: 0; PAFAH1B3 FP inh: 0; PAFAH2 inh: 5; LYPLA1 counter: -2; PAFAH1B2 inh: 3

# More records follow:
No.	SMILES	PME-1 primary	pPAFAH inh	Fam108B inh	PAD4 FP inh	GSTO1 inh
25	O=S(=O)(Nc1cccnc1)c1ccc(F)cc1	0	0	4	1	8
26	Cc1ccc(-n2nc(C(=O)c3ccccc3)n3c(=O)cc(-c4ccccc4)nc23)cc1	0	-1	0	7	11
27	CC1CCN(C(=O)c2ccc3c(c2)NC(=O)CN3)CC1	-22	2	-11	-30	-27
28	Cc1nonc1OCCNCCNc1ccccc1[N+](=O)[O-]	6	2	3	-3	4
29	CC(=O)Nc1ccc(NC(=O)CCC(=O)OCC(=O)c2cccc([N+](=O)[O-])c2)cc1	0	-3	4	2	9
30	COc1ccccc1N1CCN(Cc2nc3ccccc3[nH]2)CC1	-3	2	2	-1	3
31	COc1ccc(CCNC(=O)C2CCC(CNS(=O)(=O)c3ccccc3)CC2)cc1OC (centres undefined)	4	9	-2	-2	7
32	COc1cc(C(=S)NC2CCCCC2)ccc1O	1	8	1	1	5
33	CN(CCOc1ccc(Cl)cc1)C(=O)C1CCN(C(=O)c2ccc(F)cc2)CC1	-2	5	-2	0	2
34	CN(C)S(=O)(=O)c1cccc(NS(=O)(=O)c2ccc(Cl)s2)c1	5	-3	1	3	-1
35	Fc1ccccc1CNc1ncnc2sccc12	3	-2	1	-3	-1
36	COc1cccc(OCC(=O)NN=C2c3ccccc3-c3ccccc32)c1	-4	0	-1	-5	-9

No.	PAFAH1B3 FP inh	PAFAH2 inh	LYPLA1 counter	PAFAH1B2 inh
25	5	12	7	7
26	4	7	-3	0
27	x	x	0	x
28	1	2	2	2
29	13	2	-3	0
30	-1	-6	-1	0
31	x	x	-2	x
32	6	7	1	2
33	8	-1	2	8
34	1	-3	2	6
35	2	0	4	2
36	-4	9	3	-4

# Going on with the list.
No.	SMILES	PME-1 primary	pPAFAH inh	Fam108B inh	PAD4 FP inh	GSTO1 inh
37	COc1ccc(N(CC(=O)Nc2cccnc2)S(=O)(=O)c2ccccc2)cc1Cl	1	6	0	-7	5
38	CCCSc1nc(N)c(C#N)c(-c2ccc(C)cc2)c1C#N	2	6	-3	0	0
39	COc1ccc(OC)c(N=Cc2c(O)c3ccccc3oc2=O)c1	-2	6	-3	-6	-6
40	CCc1ccc(C(=O)c2ccccc2C(=O)O)s1	-9	1	3	-2	-4
41	Cc1nc2c(c(=O)n1CCC(C)C)c1nc3ccccc3nc1n2CC1CCCO1 (centres undefined)	1	1	-1	0	-3
42	CC12CCC(=O)N1C(C(=O)Nc1cccc3ccccc13)CS2 (centres undefined)	4	-1	-2	-5	-7
43	O=C(NCCc1ccccn1)c1nc(Cn2cc([N+](=O)[O-])cn2)no1	-4	2	5	-4	-2
44	CC(C)OP(=O)(OC(C)C)/C(C=O)=N\Nc1ccc([N+](=O)[O-])cc1	-3	3	-3	-4	10
45	O=c1cc(CSc2nnc(COc3ccccc3)n2-c2ccccc2)c2ccccc2[nH]1	-6	5	-3	2	1
46	Cn1cccc1Cc1nnc(SCC(=O)Nc2ccc3c(c2)OCCO3)n1-c1ccc(F)cc1	-4	10	0	-2	6
47	CSc1ccc(C2NC(=O)c3c(sc4c3CCN(C)C4)N2)cc1 (centres undefined)	-7	-2	-5	-11	3
48	CCCC(=O)N1CCN(c2ccc(NC(=O)c3ccc(OCC)c([N+](=O)[O-])c3)cc2)CC1	6	0	0	0	-3

No.	PAFAH1B3 FP inh	PAFAH2 inh	LYPLA1 counter	PAFAH1B2 inh
37	1	3	2	4
38	-6	-8	1	-7
39	8	-1	-1	5
40	12	-3	-2	8
41	-5	3	1	4
42	9	-8	0	-1
43	8	-6	1	-4
44	3	14	-1	6
45	4	-4	-1	9
46	6	-2	1	4
47	14	-12	-6	2
48	5	-2	1	4

# (further entries)
No.	SMILES	PME-1 primary	pPAFAH inh	Fam108B inh	PAD4 FP inh	GSTO1 inh
49	Cc1ccc(S(=O)(=O)Nc2ccc3c(c2)n(C)c(=O)n3C)cc1	2	-3	0	-2	-1
50	CCOc1ccc(NC(=O)Nc2ccccc2SC)cc1	5	0	-3	-4	5
51	Cc1cc(C)cc(NC(=O)CSc2nnc(CN3CCOCC3)n2C)c1	-4	5	-4	0	1
52	COc1cc(OC)cc(C(=O)N[C@H](C(=O)OCC(=O)N2CCc3ccccc32)C(C)C)c1	6	8	-1	0	7
53	C#CCSc1ncc(-c2ccccc2)cn1	-3	4	-1	1	-2
54	COc1ccc([N+](=O)[O-])cc1NC(=O)CSc1nc(C)c(C)c(C)n1	-10	-4	-3	5	6
55	CNC(=S)NNC(=O)c1sccc1OCc1cccc(C(F)(F)F)c1	3	-11	-1	-5	8
56	COc1ccc(C2Nc3ccccc3C(=O)N2Cc2ccccc2)cc1OC (centres undefined)	-4	2	-1	-6	0
57	CCN(CC)CCOC(=O)c1ccc(N/C=C(/C#N)c2nc(-c3ccc4c(c3)OCO4)cs2)cc1	-8	18	1	-3	6
58	Oc1ccc(-c2cnc(-c3ccc(O)cc3)nc2)cc1	36*	4	-7	-1	-17
59	O=C(COc1ccccc1)Nc1ccccc1C(=O)NC1CC1	0	-1	-3	3	-1
60	COC(=O)c1cc(S(=O)(=O)N2CCN(Cc3ccccc3)CC2)c[nH]1	-6	-1	2	-2	0

No.	PAFAH1B3 FP inh	PAFAH2 inh	LYPLA1 counter	PAFAH1B2 inh
49	7	-2	-2	4
50	9	-3	2	8
51	-8	8	-4	-3
52	3	6	3	-3
53	4	11	0	6
54	5	2	-7	2
55	-15	1	-2	-4
56	x	x	7	x
57	-5	8	1	0
58	0	-2	-1	6
59	1	2	-2	2
60	6	6	1	0

# The listing continues.
No.	SMILES	PME-1 primary	pPAFAH inh	Fam108B inh	PAD4 FP inh	GSTO1 inh
61	O=C(c1ccc(F)cc1)C1CCN(C(=O)N2CCOCC2)CC1	1	-3	4	0	0
62	COc1cccc2c(=O)cc(C)n(CC(=O)Nc3cccc(C)c3)c12	-6	1	-2	-1	-5
63	CC(=O)Cc1ccccc1OC(=O)c1ccco1	2	4	-2	-2	0
64	Clc1ccccc1-c1nnc2n1-c1ccccc1SC2	1	1	-2	0	3
65	CC(=O)Nc1nnc(COc2ccccc2)s1	4	8	2	4	5
66	Cc1cccc(C(=O)NC(=S)NNC(=O)c2ccccc2Cl)c1	0	0	1	1	1

No.	PAFAH1B3 FP inh	PAFAH2 inh	LYPLA1 counter	PAFAH1B2 inh
61	2	7	-2	4
62	11	-5	-3	6
63	3	-3	1	6
64	3	-1	4	2
65	7	-4	-2	0
66	14	5	0	6

# Gathered by group: the entries above with a COOH group (2)
No.	SMILES	PME-1 primary	pPAFAH inh	Fam108B inh	PAD4 FP inh	GSTO1 inh
2	O=C(Cn1c(C(=O)O)cc2ccccc21)c1ccccc1	-7	-1	-1	-3	5
40	CCc1ccc(C(=O)c2ccccc2C(=O)O)s1	-9	1	3	-2	-4

No.	PAFAH1B3 FP inh	PAFAH2 inh	LYPLA1 counter	PAFAH1B2 inh
2	14	0	4	5
40	12	-3	-2	8
